mIAP inh: blocks mouse intestinal alkaline phosphatase. purified mouse IAP, CDP-Star luminescence, 30 min. inhibition, % at 10 µM. 330,000 compounds, 0.2% hits;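 active = inhibition of at least 40% at 10 µM in the primary screen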;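 also: plate controls were DMSO with enzyme for no effect and no enzyme wells for full effect; values of inactives mirror those of a sister screen read the other way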
tim10-1 inh: tim10-1 yeast growth inhibition; S. cerevisiae tim10-1 ts strain growth, BacTiter-Glo, 24 h; inhibition, % at 20 µM; 330,000 compounds, 2.2% hits;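 active = inhibition of at least 40%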;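 also: mutant grown at 25 °C; 0% = DMSO wells with yeast and 100% = wells holding no yeast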
ATG4B inhibitor: ATG4B (human) cysteine protease inhibition | Q9Y4P1 | ATG4B cleavage of LC3-PLA2, NBD-HPC fluorescence, 1 h | inhibition, % at 8.33 µM | 340,000 compounds, 0.51% hits | AID 504462; in the data active = inhibition above about 40%
Target sequence (Q9Y4P1 whole entry, looked up): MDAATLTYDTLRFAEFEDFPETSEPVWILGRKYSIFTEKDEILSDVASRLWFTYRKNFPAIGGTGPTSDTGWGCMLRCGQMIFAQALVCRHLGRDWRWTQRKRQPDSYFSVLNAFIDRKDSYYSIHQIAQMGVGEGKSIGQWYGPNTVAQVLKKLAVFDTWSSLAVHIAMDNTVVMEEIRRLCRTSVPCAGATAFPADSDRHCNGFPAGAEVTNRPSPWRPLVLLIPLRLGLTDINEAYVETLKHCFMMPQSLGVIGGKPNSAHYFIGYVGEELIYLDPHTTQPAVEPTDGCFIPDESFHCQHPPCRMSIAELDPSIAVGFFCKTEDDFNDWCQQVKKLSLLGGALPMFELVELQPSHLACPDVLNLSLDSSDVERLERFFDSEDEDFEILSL
NLRP3 yeast inh: NALP3 inhibition in yeast; inhibition, % at 10 µM; 330,000 compounds, 0.39% hits; AID 2825; Yeast reconstituted NLRP3/ASC/caspase-1, beta-gal luminescence, 24 h;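 active = inhibition of 50% or more; inactive = inhibition below 50%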;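 also: plate controls were induced DMSO wells for no effect and uninduced yeast grown without galactose for full effect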
hIAP act: human IAP activation | P09923 | purified human IAP, CDP-Star luminescence, 30 min; hits give high values; 1 = vehicle-only enzyme, 0 = enzyme-free background | activation factor at 10 µM | 330,000 compounds, 0.16% hits;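 active = activation factor of the enzyme at least 2-fold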; also: the source names both 10 and 20 µM as test concentration; values of inactives mirror those of a sister screen read the other way
Target sequence (P09923 whole entry, looked up): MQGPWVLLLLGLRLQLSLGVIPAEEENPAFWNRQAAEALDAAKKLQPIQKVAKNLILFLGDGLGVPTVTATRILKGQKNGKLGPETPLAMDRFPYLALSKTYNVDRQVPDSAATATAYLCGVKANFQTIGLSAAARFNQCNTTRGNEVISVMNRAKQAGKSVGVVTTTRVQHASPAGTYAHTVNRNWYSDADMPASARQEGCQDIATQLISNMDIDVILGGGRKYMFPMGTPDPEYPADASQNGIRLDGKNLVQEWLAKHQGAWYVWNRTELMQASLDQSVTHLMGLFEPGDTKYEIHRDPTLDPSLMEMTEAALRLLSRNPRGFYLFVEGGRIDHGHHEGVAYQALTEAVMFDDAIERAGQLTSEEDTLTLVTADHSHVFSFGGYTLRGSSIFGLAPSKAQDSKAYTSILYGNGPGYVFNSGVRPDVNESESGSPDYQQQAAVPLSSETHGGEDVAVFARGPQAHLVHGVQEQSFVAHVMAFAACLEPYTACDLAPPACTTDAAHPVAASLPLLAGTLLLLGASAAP
hIAP block: human IAP inhibition | 330,000 compounds, 0.12% hits | purified IAP, CDP-Star luminescence, 30 min | inhibition, % at 10 µM;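 active = inhibition reaching a set limit with compound at 10 µM in the primary screen, cut at about 35% in these data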;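 also: plate controls were DMSO wells with enzyme for no effect and no-enzyme buffer wells for full effect; values of inactives mirror those of a sister screen read the other way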
TIM10 inh: growth inhibitors of TIM10 yeast strain; inhibition, % at 10 µM; 330,000 compounds, 1.4% hits; S. cerevisiae TIM10 strain growth, BacTiter-Glo luminescence, 24 h;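 active = inhibition of 40% or more at the single tested concentration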;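 also: wild-type TIM10 isogenic control strain grown at permissive 25 °C; 0% = DMSO yeast wells and 100% = minimal medium wells without yeast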
Apaf-1 inh: human Apaf-1 inhibition; O14727; reconstituted apoptosome caspase-3 activity, DEVD-Rh110 fluorescence; inhibition, % at 20 µM; 330,000 compounds, 0.71% hits; active = inhibition of at least 40% at 20 µM;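 also: plate controls were DMSO wells for no effect and DEVD-CHO caspase inhibitor wells for full effect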
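Assay system – apoptosome proteins · Medium – Hepes buffer, pH 7.5 · Also added – cytochrome c with DEVD-Rh110 · Timing – 30 min compound preincubation, 50 min activation, room temperature · Detection – Rh110 fluorescence, excitation 480 nm, emission 540 nm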
mIAP act: increases mouse intestinal alkaline phosphatase activity; muIAP, CDP-Star luminescence, 30 min; hits give high values; 1 = vehicle-only enzyme signal, 0 = enzyme-free wells; activation factor at 10 µM; 330,000 compounds, 0.24% hits; AID 2805;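 active = activation factor of at least 2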; also: the source names both 10 and 20 µM as test concentration; values of inactives mirror those of a sister screen read the other way
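System: mouse IAP enzyme. Reagent: CDP-Star chemiluminescent phosphatase substrate. Benchmarks: DMSO wells, no-enzyme wells. Times: 30 min enzyme-substrate-compound incubation at room temperature. Detection: luminescence from enzymatic CDP-Star hydrolysis. Doses: test compounds delivered from DMSO solution.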
An asterisk follows results filed as active.

| item | compound | mIAP inh | tim10-1 inh | ATG4B inhibitor | NLRP3 yeast inh | hIAP act |
| --- | --- | --- | --- | --- | --- | --- |
| 1 | O=C(CC1COc2ccccc2O1)Nc1ccccn1 (centres undefined) | 1 | 14 | -4 | 18 | 0.94 |
| 2 | COC(=O)COc1ccc(C2NC(=O)NC(c3ccccc3)=C2C(C)=O)cc1Br (centres undefined) | -8 | 6 | -5 | 19 | 1.2 |
| 3 | CC(=O)Nc1ccc2nc(SCC(=O)Nc3ccc(N4CCOCC4)c(Cl)c3)sc2c1 | -11 | 15 | -12 | -1 | 0.98 |
| 4 | CCOc1ccc(OCC)c(NC(=O)c2[nH]c(C)c(C(C)=O)c2C)c1 | -13 | 5 | -12 | 23 | 1 |
| 5 | O=C(Nc1nnc(C2CC2)s1)c1cc(S(=O)(=O)N2CCCCC2)ccc1N1CCOCC1 | -5 | -6 | -12 | 12 | 0.9 |
| 6 | CC1=Nc2cc(C(=O)NCCCOC(C)C)ccc2Sc2ccc(C)cc21 | 7 | 18 | 6 | -1 | 0.93 |
| 7 | O=C(CCC(=O)N1CCN(S(=O)(=O)c2ccccc2)CC1)NC1CCCc2ccccc21 (centres undefined) | 2 | 22 | -2 | 11 | 0.95 |
| 8 | Cc1nn(C)c(C)c1NC(=O)/C(C#N)=C\N(C)C | -1 | 20 | -9 | 13 | 1.1 |
| 9 | COC(=O)CN1C(=O)C2(C(C#N)=C(N)Oc3ccccc32)C2=C1CC(C)(C)CC2=O (centres undefined) | 6 | 7 | -12 | -8 | 1.1 |
| 10 | COc1cccc(/C=C/C(=O)Nc2ccccc2N2CCOCC2)c1 | 12 | 28 | 8 | 12 | 1 |
| 11 | C#CCOCCOCCOCCNc1nc(N2CCN(C(=O)CCCCCCCCCCNC(=O)[C@H](CCC(=O)O)n3cc(CCCCCN)nn3)CC2)nc(N2CCN(C(=O)CCCCCCCCCCNC(=O)[C@@H]([C@H](C)O)n3cc(C)nn3)CC2)n1 | -3 | 9 | -24 | 9 | 1 |
| 12 | N#Cc1ccc(COC(=O)CCc2c[nH]c3ccccc23)cc1 | -3 | 16 | 3 | 8 | 0.98 |
| 13 | CN(C)S(=O)(=O)c1cccc(-c2nn(-c3ccccc3)cc2/C=C(\C#N)c2nc3ccccc3[nH]2)c1 | -3 | 28 | -8 | 7 | 1.2 |
| 14 | Cc1cccc(C)c1-n1c(C)nn(CC2CC2)c1=O | 13 | 2 | -5 | 6 | 0.95 |
| 15 | CC1Cc2ccccc2N1C(=O)C1CCCN1S(=O)(=O)c1ccc(Cl)cc1 (centres undefined) | -6 | 2 | -3 | -1 | 1 |

| item | hIAP block | TIM10 inh | Apaf-1 inh | mIAP act |
| --- | --- | --- | --- | --- |
| 1 | 6 | 6 | -2 | 0.99 |
| 2 | -24 | 7 | 4 | 1.1 |
| 3 | 2 | 2 | 2 | 1.1 |
| 4 | -1 | -26 | -5 | 1.1 |
| 5 | 10 | 7 | 4 | 1.1 |
| 6 | 7 | 15 | -16 | 0.93 |
| 7 | 5 | 9 | -13 | 0.98 |
| 8 | -8 | 7 | -12 | 1 |
| 9 | -13 | 0 | 4 | 0.94 |
| 10 | -3 | -14 | 1 | 0.88 |
| 11 | -3 | 5 | 51* | 1 |
| 12 | 2 | -2 | 2 | 1 |
| 13 | -19 | 4 | 11 | 1 |
| 14 | 5 | -10 | -14 | 0.87 |
| 15 | -1 | -2 | -17 | 1.1 |

(listing goes on)
| item | compound | mIAP inh | tim10-1 inh | ATG4B inhibitor | NLRP3 yeast inh | hIAP act |
| --- | --- | --- | --- | --- | --- | --- |
| 16 | CCN(CC)CCOC(=O)c1cccc(Cl)c1 | -7 | 0 | -3 | 19 | 1.1 |
| 17 | O=C(Nc1ccc2c(c1)OCCO2)c1ccoc1 | 5 | 10 | 10 | 22 | 0.91 |
| 18 | CC(C)Oc1ccc(C(=O)NC(C)(C)CO)cc1 | 6 | 18 | -8 | -11 | 1 |
| 19 | CCOC(=O)c1c(NC(=O)c2ccccc2C(=O)O)sc2c1CCC2 | 0 | 6 | 1 | 14 | 0.85 |
| 20 | CC1(C)C[C@H](O)[C@]2(CO)CC[C@]3(C)C(=CCC4[C@@]5(C)CC[C@H](O)C(C)(C)C5CC[C@]43C)[C@@H]2C1 (some centres undefined) | -2 | -19 | 1 | 41 | 1 |
| 21 | O=C(CCCCCN1C(=O)[C@@H]2Cc3ccccc3CN2C1=O)Nc1cccc(F)c1 | -2 | 45* | 2 | 16 | 1.2 |
| 22 | C=CCNC(=S)N1CCC(Cc2ccccc2)CC1 | 2 | 32 | 2 | 33 | 1 |
| 23 | CCOC(=O)/C(C#N)=C(\O)c1ccc(NC(=O)c2ccc([N+](=O)[O-])cc2)cc1 | 6 | 8 | -9 | 22 | 0.99 |
| 24 | CC(=O)Nc1ccc(NC2=C(Cl)C(=O)c3ccccc3C2=O)cc1 | 4 | 26 | 2 | -3 | 1.1 |
| 25 | COC(=O)C(C(=O)NCC1CCCO1)C1CCCCCC1 (centres undefined) | -14 | 11 | -8 | 15 | 1.1 |
| 26 | O=C(NCc1cccnc1)/C(=C/c1ccc(-c2cccc(C(F)(F)F)c2)o1)NC(=O)c1ccccc1 | 1 | 21 | -5 | 21 | 1 |
| 27 | Cc1cc(NC(=O)c2ccc(Br)c([N+](=O)[O-])c2)no1 | -15 | 2 | 8 | 11 | 0.95 |
| 28 | COc1cccc(NC(=O)CSc2nc3c(sc4ccccc43)c(=O)n2CCCN2CCCC2)c1 | 12 | 3 | -6 | 7 | 0.95 |
| 29 | CC(C)(C)C(=O)N1CCC(O)(CS(=O)(=O)c2ccc(Cl)c(Cl)c2)CC1 | -3 | 17 | 1 | -5 | 1.1 |
| 30 | O=[N+]([O-])c1ccc(N2CCNCC2)cc1Sc1nc2ccccc2[nH]1 | 25 | 0 | 31 | 13 | 1 |

| item | hIAP block | TIM10 inh | Apaf-1 inh | mIAP act |
| --- | --- | --- | --- | --- |
| 16 | -11 | 5 | -3 | 1.1 |
| 17 | 9 | 9 | -9 | 0.95 |
| 18 | 0 | -4 | 13 | 0.94 |
| 19 | 15 | -3 | 11 | 1 |
| 20 | -3 | -6 | 8 | 1 |
| 21 | -22 | 18 | 9 | 1 |
| 22 | -2 | 15 | 1 | 0.98 |
| 23 | 1 | 16 | -18 | 0.94 |
| 24 | -13 | 33 | 38 | 0.96 |
| 25 | -14 | -7 | 4 | 1.1 |
| 26 | 0 | 2 | 26 | 0.99 |
| 27 | 5 | -13 | -1 | 1.1 |
| 28 | 5 | 20 | 31 | 0.88 |
| 29 | -5 | -9 | -3 | 1 |
| 30 | -3 | 5 | -3 | 0.75 |

The list goes on:
| item | compound | mIAP inh | tim10-1 inh | ATG4B inhibitor | NLRP3 yeast inh | hIAP act |
| --- | --- | --- | --- | --- | --- | --- |
| 31 | COC(=O)Cc1c(C)nc2nc(-c3ccco3)[nH]n2c1=O | 7 | -22 | -10 | 13 | 0.95 |
| 32 | CCC(C)NC(=O)N[C@@H](Cc1ccccc1)C(=O)O (some centres undefined) | -5 | 20 | -10 | -3 | 0.98 |
| 33 | COc1ccc(Cl)cc1Nc1nnc(-c2ccncc2)s1 | 0 | -23 | -9 | 4 | 1 |
| 34 | CCOc1ccc2nc(NS(=O)(=O)c3cccs3)sc2c1 | 6 | -17 | -5 | 8 | 0.9 |
| 35 | Cn1c(=O)[nH]c(=O)c2c1nc(Br)n2CCCCSc1nc2ccccc2o1 | 7 | 38 | 0 | 5 | 1.1 |
| 36 | CC(=O)c1cc2c(ccc3ccccc32)oc1=O | 7 | -8 | -14 | 10 | 0.93 |
| 37 | COc1ccccc1NC(=O)C1=C(C)NC(=O)NC1c1ccccc1[N+](=O)[O-] (centres undefined) | 18 | 13 | -11 | 8 | 1 |
| 38 | O=S(=O)(Cc1ccccc1)NCC1CCCN(Cc2ccc(F)c(F)c2)C1 (centres undefined) | -19 | -7 | 1 | 19 | 1.1 |
| 39 | Cc1cc(S(=O)(=O)N(Cc2ccccc2F)C2CC2)ccc1-n1cnnn1 | -5 | 4 | -3 | -4 | 1 |
| 40 | CC(=O)CC1(O)C(=O)N(Cc2ccccc2)c2ccccc21 (centres undefined) | -4 | 11 | -8 | 3 | 1.1 |
| 41 | O=C(O)/C=C/C(=O)Nc1ccccc1SC(F)(F)F | -6 | 22 | 1 | -6 | 0.99 |
| 42 | N#CCCN(Cc1ccccc1)C(=O)Nc1ccccc1 | 2 | -1 | 8 | 8 | 1.1 |
| 43 | COc1cccc(Nc2ncnc3c2cnn3C)c1 | 3 | 13 | -12 | 0 | 0.96 |
| 44 | COc1ccccc1/C=C/C1(C(=O)NC2CCCC2)CC(=O)N1c1ccc(C)cc1 (centres undefined) | -15 | 28 | -26 | 21 | 1.1 |
| 45 | NC(=O)/C(=C/c1ccco1)NC(=O)/C=C/c1ccccc1 | 8 | 1 | 50* | 4 | 0.89 |

| item | hIAP block | TIM10 inh | Apaf-1 inh | mIAP act |
| --- | --- | --- | --- | --- |
| 31 | 5 | 3 | -17 | 0.93 |
| 32 | 2 | -9 | 1 | 1 |
| 33 | -2 | -24 | 12 | 1 |
| 34 | 10 | -16 | -7 | 0.94 |
| 35 | -6 | 34 | -1 | 0.93 |
| 36 | 7 | 15 | -7 | 0.93 |
| 37 | -2 | 19 | 13 | 0.82 |
| 38 | -6 | -15 | 9 | 1.2 |
| 39 | 0 | 13 | -5 | 1 |
| 40 | -10 | -1 | 2 | 1 |
| 41 | 1 | -11 | -6 | 1.1 |
| 42 | -6 | -9 | 0 | 0.98 |
| 43 | 4 | 5 | -8 | 0.97 |
| 44 | -6 | 4 | 12 | 1.1 |
| 45 | 11 | 3 | 0 | 0.92 |

More results follow.
| item | compound | mIAP inh | tim10-1 inh | ATG4B inhibitor | NLRP3 yeast inh | hIAP act |
| --- | --- | --- | --- | --- | --- | --- |
| 46 | COc1cccc(=O)c2c(C)n(CC(=O)c3ccccc3)c(C)c12 | 4 | -5 | -7 | 4 | 0.91 |
| 47 | Cc1nc2c(C)cccc2cc1C(=O)N/N=C/c1ccc(N(C)C)cc1 | -3 | 37 | 2 | 2 | 1.1 |
| 48 | COc1ccc(OC)c(NS(=O)(=O)c2ccc(SC)cc2)c1 | -10 | 15 | -7 | -1 | 0.92 |
| 49 | CCOC(=O)c1n[nH]c2ccccc12 | 6 | -20 | -6 | 17 | 1 |
| 50 | C[C@H](NC(=O)C1(c2ccccc2)CCN(C(=O)OC(C)(C)C)CC1)C(=O)N[C@@H](C(=O)O)c1ccccc1 | -12 | 3 | -14 | 3 | 1.1 |
| 51 | O=S1(=O)CCN(Cc2ccccc2C(F)(F)F)CC1 | 9 | -4 | 2 | 21 | 0.96 |
| 52 | Cc1ccc(Cl)cc1NC(=O)Cn1cc2c(n1)CCCC2 | 22 | 21 | 2 | 29 | 0.92 |
| 53 | CC(C)(C)OC(=O)N1CCC(CNC(=O)c2ccccc2)CC1 | 4 | 16 | -2 | 14 | 1 |
| 54 | c1ccc(CCn2nnnc2CN2CCc3ccccc32)cc1 | 4 | 17 | -6 | 10 | 0.84 |

| item | hIAP block | TIM10 inh | Apaf-1 inh | mIAP act |
| --- | --- | --- | --- | --- |
| 46 | 9 | 4 | 14 | 0.96 |
| 47 | -8 | 16 | 5 | 1 |
| 48 | 8 | 0 | 11 | 1.1 |
| 49 | -1 | -10 | -1 | 0.94 |
| 50 | -6 | 11 | -2 | 1.1 |
| 51 | 4 | -5 | -3 | 0.91 |
| 52 | 8 | 7 | 6 | 0.78 |
| 53 | -4 | 12 | -13 | 0.96 |
| 54 | 16 | 3 | 13 | 0.96 |
